POLK inh: inhibitors of human DNA polymerase kappa. Q9UBT6. purified Pol kappa, fluorescent DNA synthesis assay, 10 min. Potency, µM (series often up to 107 µM), without a hit: top-dose activity, negative = inhibition, actives largely listed as inhibitors. 400,000 compounds, 0.53% hits. AID 588579; note: potency is the fitted concentration of half-maximal effect; % is set by controls: 0 for no effect and ±100 for the full control effect
Target sequence (Q9UBT6 whole entry, looked up): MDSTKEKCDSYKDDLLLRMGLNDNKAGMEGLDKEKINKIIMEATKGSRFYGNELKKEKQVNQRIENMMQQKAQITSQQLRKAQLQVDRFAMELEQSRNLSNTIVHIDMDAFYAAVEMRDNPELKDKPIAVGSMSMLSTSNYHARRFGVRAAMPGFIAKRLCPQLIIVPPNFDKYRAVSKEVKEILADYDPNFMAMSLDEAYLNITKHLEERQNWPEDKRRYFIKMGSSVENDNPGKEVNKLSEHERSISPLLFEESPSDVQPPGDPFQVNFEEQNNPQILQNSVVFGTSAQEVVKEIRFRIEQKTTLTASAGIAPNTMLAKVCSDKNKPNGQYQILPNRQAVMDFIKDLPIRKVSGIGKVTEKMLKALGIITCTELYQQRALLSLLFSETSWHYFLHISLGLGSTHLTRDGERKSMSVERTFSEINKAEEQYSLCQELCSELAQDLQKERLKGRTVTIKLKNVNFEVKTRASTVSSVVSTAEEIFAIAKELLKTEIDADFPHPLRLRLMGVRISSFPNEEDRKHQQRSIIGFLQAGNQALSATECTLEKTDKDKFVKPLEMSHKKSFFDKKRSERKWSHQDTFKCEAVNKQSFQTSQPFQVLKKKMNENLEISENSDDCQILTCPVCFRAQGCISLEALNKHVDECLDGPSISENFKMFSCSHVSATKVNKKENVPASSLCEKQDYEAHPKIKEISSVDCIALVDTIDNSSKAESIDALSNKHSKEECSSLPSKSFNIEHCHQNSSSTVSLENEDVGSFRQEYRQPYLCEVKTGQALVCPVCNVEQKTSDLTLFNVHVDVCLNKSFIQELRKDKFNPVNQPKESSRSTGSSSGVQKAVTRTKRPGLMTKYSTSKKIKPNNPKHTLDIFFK
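Inhibition of 10 nM Pol kappa is measured by a fluorescent read-out at 0 and 10 min following addition of 50 nM substrate (final), with a 15-min room-temperature compound preincubation.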
LDHA block: LDHA (human) enzyme inhibition; P00338; purified LDHA, NADH/diaphorase-resazurin fluorescence; active compounds read low; activity change, % (values are at about 110 or 230 µM); 480,000 compounds, 0.15% hits; AID 1347041; in the data active = activity change below about -30%; inconclusive = mostly about -25% to -30%;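 note: plate controls were DMSO wells for no effect and wells without enzyme for full effect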
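Human LDH5 (2 nM) was incubated with 0.06 mM NADH and 0.2 mM pyruvate for 5 min at room temperature in Tris pH 7.4. Remaining NADH was coupled through diaphorase/resazurin, and resorufin fluorescence was read at 0 and 20 min.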
APEX1 inh: blocks human APE1 abasic DNA cleavage; Potency, µM (titrated, usually from 65.8 µM), for inactives: at the highest dose activity change, negative = inhibition, actives largely listed as inhibitors; P27695; recombinant APE1, TAMRA/BHQ-2 abasic DNA cleavage fluorescence; 350,000 compounds, 0.35% hits;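 note: potency is the fitted concentration of half-maximal effect; plate controls were vehicle for no effect and reference inhibitor for full effect; nearly all actives have a fitted effect of over 55% in size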
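Incision of a quenched TAMRA/BHQ-2 THF abasic-site duplex (50 nM) by 0.75 nM APE1, after 15 min compound preincubation, measured as fluorescence increase over three 60 s reads. Values normalized to buffer, DMSO and NSC13755 control wells.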
Apoferritin bind: binds horse apoferritin like a general anesthetic; P02791; apoferritin/1-aminoanthracene competitive binding, fluorescence; Potency, µM (top dose mostly 77.5 µM), for inactives: top-dose activity change, negative = displacement, most hits filed as inhibitors; 350,000 compounds, 0.074% hits; note: potency is the fitted concentration of half-maximal effect; % is set by controls: 0 for no effect and ±100 for the full control effect; nearly all actives have a fitted effect of over 20% in size
Target sequence (P02791 2-175 limits assumed): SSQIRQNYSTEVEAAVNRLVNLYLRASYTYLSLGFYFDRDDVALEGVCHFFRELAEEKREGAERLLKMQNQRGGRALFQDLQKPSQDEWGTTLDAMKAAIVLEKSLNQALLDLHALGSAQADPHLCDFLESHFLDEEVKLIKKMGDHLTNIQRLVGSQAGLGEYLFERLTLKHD
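Read-out: endpoint 1-AMA fluorescence, excitation 380 nm and emission 535 nm, after compounds sit 10 min at room temperature with 10 uM horse-spleen apoferritin in 50% saturated 1-AMA/PBS. Values come from four-parameter Hill fits.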
POLH inh: blocks human DNA polymerase eta activity. recombinant Pol eta, fluorescent DNA replication assay. Potency, µM (series often up to 114 µM), inactives show at the top dose activity change, negative = inhibition, hits mostly inhibitors. Q9Y253. 390,000 compounds, 1.2% hits; note: potency is the fitted concentration of half-maximal effect; % is set by controls: 0 for no effect and ±100 for the full control effect
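Pol eta at 10 nM preincubated with compounds 15 min at room temperature; reaction started with fluorescent substrate (50 nM final) and read kinetically at 0 and 10 min.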
BLM helicase inh: inhibitors of human Bloom syndrome helicase BLM | P54132 | recombinant BLM DNA unwinding, fluorescence dequenching | Potency, µM (series often up to 56.1 µM), for the others: top-dose activity change, negative = inhibition, most hits filed as inhibitors | 350,000 compounds, 0.2% hits | AID 2528;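 note: potency is the fitted concentration of half-maximal effect; plate controls were vehicle for no effect and no enzyme for full effect; nearly all actives have a fitted effect of over 35% in size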
POLB inh: blocks human DNA polymerase beta activity | P06746 | Pol beta primer extension/strand displacement, fluorescence kinetic | Potency, µM (highest dose often 114 µM), without a hit: at the highest dose activity change, negative = inhibition, hits mostly inhibitors | 340,000 compounds, 1.3% hits; note: potency is the fitted concentration of half-maximal effect; % is set by controls: 0 for no effect and ±100 for the full control effect
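Human Pol beta at 10 nM; strand-displacement substrate 50 nM final. Compound exposure 15 min at room temperature before start, reaction 10 min at room temperature.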
POLI inh: blocks human DNA polymerase iota activity | Q9UNA4 | Pol iota fluorescent replication assay, 10 min | Potency, µM (doses to about 115 µM), for the others: at the highest dose activity, negative = inhibition, hits mostly inhibitors | 390,000 compounds, 1% hits; note: potency is the fitted concentration of half-maximal effect
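Pol iota at 10 nM preincubated 15 min with compounds at room temperature; reaction started with fluorescent substrate, 50 nM final. Fluorescence read kinetically at 0 and 10 min; buffer-only wells as negative control.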
GRP78 ERSR act: inducers of ER stress response in human glioma cells | 420,000 compounds, 0.02% hits | U87-MG GRP78 promoter luciferase reporter, 16 h | AID 602332 | Potency, µM, for inactives: at the top dose activation, actives largely listed as activators; note: potency is the fitted concentration of half-maximal effect; series mostly up to about 76 µM; % of control where 0% means no effect; nearly all actives have a fitted effect of over 35% in size
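ERSR induction read as luciferase luminescence (Bright-Glo, 10 min at room temperature) in stably transfected human U87-MG glioma cells exposed to compounds for 16 h, using GRP78 as sensor.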
The depositor's hits bear a star; ? = inconclusive; . = no result given; & = joins results of further samples; [ ] = another dose, or the depositor's remark. Unless noted, calls come from the whole dose curve; as a rule, active = well fitted curve in the direction sought with a large enough effect; inconclusive = small, poorly fitted or top-dose-only effect, or another doubt; inactive = no such curve, though single readings can be large; an effect the other way counts as inactive or inconclusive. The list is partial, so the mix of outcomes need not match the whole.

The line under a structure holds: POLK inh | LDHA block | APEX1 inh | Apoferritin bind | POLH inh | BLM helicase inh | POLB inh | POLI inh | GRP78 ERSR act
CC1CCCCN1C(=O)COC(=O)C1CCN(S(=O)(=O)c2ccc3c(c2)OCCO3)CC1 (centres undefined)
→ -16% | -5 | -2% | . | -7% | . | . | 0% | -5%
O=C(/C=C/c1ccccc1)N1CCC(Cc2ccccc2)CC1
→ -10% | 2 | -7% | ? | -22% | -7% | 3% | 15% | -2%
COc1ccc2c(c1)C(=O)[C@@H](OC(=O)NCc1ccc3c(c1)OCO3)[C@H](c1ccc(OC)c(Br)c1)O2
→ . | . | -2%&-8% | 59%[activator] | . | 0%&-9% | -12% | . | .
CCOc1ccc(NC(=O)C(C)Sc2nccn2C)cc1 (centres undefined)
→ -3% | -8 | 52% | 0% | -1% | -2% | 24% | 33%[activator] | 2%
O=C(NC1CCCc2ccccc21)c1ccccc1Br (centres undefined)
→ 5% | -2 | -2% | -21% | 4% | -3% | 1% | 24% | -2%
C=CCN1C(=O)CN=C1Nc1ccc(F)cc1
→ 2% | 0 | -6% | -5% | -12% | -15% | 10% | 42%[activator] | -5%
CC1(C)CC(=O)c2sc(NC(=O)CCS(=O)(=O)c3ccccc3)nc2C1
→ -23% | -8 | -8% | 7% | -20% | -3% | -10% | 9% | -12%
CC1=C(C(=O)Nc2ccc(F)cc2)C(c2ccc(N(C)C)cc2)NC(=O)N1 (centres undefined)
→ 8% | -3 | . | -8% | -17% | -2% | 9% | -5% | -3%
Cc1ccc(C2NC(=O)c3n[nH]c(-c4cccs4)c32)cc1 (centres undefined)
→ -9% | -1 | . | -18% | -2% | -3% | ? | 6% | -3%
COc1ccc(NC(=O)CN(C)C(=O)Cc2n[nH]c(=O)c3ccccc23)cc1
→ 9% | 6 | 34% | . | -7% | . | . | 10% | -1%
COc1ccc(CNC(=O)c2c(O)nc3cc(C)ccn3c2=O)cc1
→ 6% | -1 | . | 4% | -14% | -11% | -6% | 9% | -3%
Cc1cc(C)nc(N2N=C(C(C)(C)C)CC2=O)n1
→ 16% | 0 | 6% | -12% | -10% | -2% | 1% | 45%[activator] | -3%
CC(=O)c1cccc(N/C=C\c2nnnn2-c2ccc(F)cc2)c1
→ -7% | -9 | 3% | 7% | ? | -6% | ? | 28% | 2%
COc1ccc(C)cc1NC(=O)COC(=O)c1ccc(OCc2ccc(Cl)cc2Cl)c(OC)c1
→ -3% | -8 | 19% | 0% | -7% | 0% | 34% | 23% | -5%
Cc1ccc(C(=O)Nc2nc(N)n(-c3ccccc3)n2)cc1
→ -14% | -3 | 0% | 3% | -1% | -1% | 23% | -17%[58.9 µM] | -2%
CCN1CCN(Cc2c3ccccc3cc3ccccc23)CC1
→ -1% | -2 | -7% | -12% | -17% | 26% | 15% | 77%[activator] | -3%
CC(C)(C)OC(=O)C[C@@H]1C/C=C\C[C@@H](CC(=O)NCCO)C(=O)N2CCC[C@H]2COC1=O
→ 0% | 3 | -15% | . | -15% | . | . | 48%[activator] | -4%
CCCn1nc2cc(C(=O)NCc3ccc(OC(F)(F)F)cc3)ccc2c1OCC
→ -24% | 2 | -5% | -1% | -9% | -7% | 0% | ? | -2%
CC(=N\NC(=O)c1ccccc1)/C(=N/O)C(=O)Nc1ccccc1
→ -2% | -13 | 26% | -6% | -12% | -3% | -7% | 18% | -1%
CSc1ccc(S(=O)(=O)NCC(=O)OCC(=O)N2CCCC2=O)cc1[N+](=O)[O-]
→ -18% | -5 | -12% | . | 1% | . | . | -15% | ?

(further entries)
The line under a structure holds: POLK inh | LDHA block | APEX1 inh | Apoferritin bind | POLH inh | BLM helicase inh | POLB inh | POLI inh | GRP78 ERSR act
Cc1ccc(N(C(=O)c2snc(C(N)=O)c2N)C(C(=O)NC2CCCC2)c2ccco2)cc1 (centres undefined)
→ -21% | -1 | -13% | -17% | 0% | -15% | 3% | 29% | -2%
CC(C)c1ccccc1NC(=O)C1C2C=CC(C2)C1C(=O)O (centres undefined)
→ -5% | 0 | -21% | -5% | -13% | 0% | 47% | 13% | -3%
COc1ccc(S(=O)(=O)c2cnc3ccc(Cl)cc3c2N2CCCCC2C)cc1 (centres undefined)
→ 3% | 4 | . | -8% | -4% | -8% | -4% | -16% | 0%
OCC1OC(C#Cc2ccccc2)C=CC1O (centres undefined)
→ . | . | -4%&-6%&-5%[12.4 µM] | 0%&-6%&-3%[15.3 µM] | . | 2%&-3%&1%[12.4 µM] | . | . | 1%&-4%&-2%
O=C(CCn1c(=S)[nH]c2ccccc2c1=O)NCCc1ccc(Cl)cc1
→ -19% | -6 | -5% | -2% | -11% | -9% | 5% | 24% | -5%
COC(=O)C1CN(C(=O)C(C)Oc2ccc(C)c(C)c2)c2ccccc2O1 (centres undefined)
→ 0% | -1 | 12% | -11% | -5% | -7% | 24% | 4% | -4%
COc1cc(OC)cc(C(=O)NCCN2CCOCC2)c1
→ -16% | -21 | -1% | -7% | -5% | 1% | ? | 11% | -2%
CC(=O)NNC(=O)CCC(=O)Nc1ccccc1
→ -18% | 1 | 20% | -6% | -6% | 1% | 6% | -1%[58.9 µM] | -1%
CCC(=O)N1CCN(CCN=CC2=C(O)CC(c3ccc(OC)cc3)CC2=O)CC1 (centres undefined)
→ -11% | -6 | 3% | -5% | -17% | 2% | 6% | 9% | -4%
CC(Oc1ccc(C(=O)c2ccc(F)cc2)cc1)C(=O)N1CCOCC1 (centres undefined)
→ 12% | -1 | 20% | . | -4% | . | . | 19% | -3%
CC(C)(C)c1ccc(S(=O)(=O)CCc2ccccn2)cc1
→ -1% | -2 | 2% | -12% | -21% | -1% | 17% | 24% | -5%
Cn1cc(C(=O)NCc2cccs2)c(=O)c2cc(S(=O)(=O)N3CCCC3)ccc21
→ -16% | -2 | -6% | -4% | 2% | -3% | -3% | 13% | -3%
Cc1cc(OC(=O)Cc2cccc3ccccc23)c([N+](=O)[O-])c(=O)[nH]1
→ -11% | 5 | 17% | 1% | -12% | 2% | 56% | -12% | -4%
COc1ccc(OC)c(CNC(=O)c2ccc3nc(C(C)C)oc3c2)c1
→ -6%[60.1 µM] | 1 | . | -2% | -17% | -1% | 14% | 31%[activator] | -2%
COc1ccccc1N1CCN(C(c2ccccc2)c2nnnn2Cc2ccccc2)CC1 (centres undefined)
→ ? | -2 | . | . | . | . | . | -27% | -3%
COc1ccccc1/C=C(\NC(=O)c1ccc(OC)c(OC)c1)C(=O)Nc1cc([N+](=O)[O-])ccc1C
→ -8%[60.1 µM] | -18 | 10% | -10% | 7% | 1% | 3% | 29% | -4%
CC1CCN(S(=O)(=O)c2ccc3c(ccn3CCC(=O)N3CCCCC3)c2)CC1
→ -9% | -2 | 18% | -6% | -13% | 2% | -21% | 0% | -2%
CSCCC(NC(=O)c1ccoc1C)C(=O)O (centres undefined)
→ 3% | -1 | 13% | 0% | -12% | 1% | 8% | 24% | 3%
COc1ccc(C(=O)Nc2ccccc2N2CCOCC2)cc1[N+](=O)[O-]
→ -11% | -8 | -3% | 3% | -5% | 2% | 10% | 20% | -6%
O=C(CCN1CCCCCC1)Nc1ccccc1F
→ -1% | -3 | . | . | -10% | . | . | -3% | -3%

The closing two records of the part above open the next one.
The line under a structure holds: POLK inh | LDHA block | APEX1 inh | Apoferritin bind | POLH inh | BLM helicase inh | POLB inh | POLI inh | GRP78 ERSR act
COc1ccc(C(=O)Nc2ccccc2N2CCOCC2)cc1[N+](=O)[O-]
→ -11% | -8 | -3% | 3% | -5% | 2% | 10% | 20% | -6%
O=C(CCN1CCCCCC1)Nc1ccccc1F
→ -1% | -3 | . | . | -10% | . | . | -3% | -3%
Cc1ccc(CNC(=O)CCc2ccc(S(=O)(=O)NC3CCCCC3)cc2)cc1
→ -13% | -1 | 4% | -23% | -7% | 1% | -15% | 1% | 1%
CCNS(=O)(=O)c1ccc(CCC(=O)NCc2ccc(C)cc2)cc1
→ 2% | -2 | 6% | -7% | -5% | 2% | -4% | 27% | 0%
Cc1cc(C)c(NC(=O)C(=O)NCC(c2cccnc2)N2CCN(c3ccccc3F)CC2)c(C)c1 (centres undefined)
→ -4% | -2&-2 | . | -13% | 5% | 2% | -20% | 9% | -2%
COc1ccc(-c2nn(CCC#N)cc2/C=N/O)cc1OC
→ 0% | -10 | -1% | -2% | 0% | 0% | 17% | 91%[activator] | -4%
CCC[C@@H]1CC(C(=O)NC(C2O[C@H](SC)C(OP(=O)(O)O)[C@H](O)[C@H]2O)[C@H](C)Cl)N(C)C1 (some centres undefined)
→ -6%[60.1 µM] | . | . | -5% | . | 0% | . | . | -4%
O=C(Nc1ccccc1)c1ccc(F)c(S(=O)(=O)N2CCOCC2)c1
→ -4% | -4 | 2% | -7% | -13% | 2% | 30% | 7% | -1%
O=C(CCNC(=O)c1ccc(Cl)cc1)Nc1ncccc1O
→ -23% | 4 | 13% | 2% | 3% | -4% | -10% | -3% | -2%
Cc1cc(C)c(S(=O)(=O)/N=C2/C=C(Sc3ncn[nH]3)C(=O)c3ccccc32)cc1C
→ ? | 39 | ? | -15% | 13µM* | 10µM* | 79µM* | 1µM* | -16%
Cc1ccc(OCc2nnc(SCC(=O)Nc3ncc(C)s3)o2)cc1
→ 0% | 1 | 4% | -7% | -14% | -1% | 0% | 67%[activator] | 2%
CC[C@]12c3[nH]c4cc(-c5ccco5)ccc4c3CCN1C(=O)[C@@H](CC(=O)NCCC1=CCCCC1)C[C@@H]2C(=O)N1CCN(C(=O)C2CC2)CC1
→ 1% | 1 | -33% | . | -19% | . | . | 13% | -1%
C/C(=N\Nc1ccccc1C)c1cccnc1
→ -2% | 7 | 16% | -14% | -18% | -2% | 22% | 131%[activator] | -3%
COc1cc(-c2nnc(-c3ccco3)o2)ccc1OCc1ccccc1
→ -15% | -1 | -10% | -2% | -6% | -6% | -1% | 6% | 5%
CCC1=Nc2cc(C(=O)NCCN3CCOCC3)ccc2Sc2ccc(Br)cc21
→ -9% | -14 | 54%[activator] | -21% | -21% | -1% | 3% | ? | -3%
COc1ccc(/C=C/C(=O)O/N=C(\N)c2cccnc2)cc1OC
→ 6% | -1 | 15% | 12% | -1% | -1% | -2% | 18% | 8%

Compound activity deposited in PubChem by National Center for Advancing Translational Sciences (NCATS).
